Screening data: PubChem BioAssay, several laboratories
L929 necroptosis – L929 zVAD cell death inhibition. L929 zVAD necroptosis rescue, ATP luminescence, 24 h; with zVAD 60 µM. viability rescue, % at 10 µM. actives 0.38% (n = 220,000). AID 1377;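 active means activation, scaled between plate controls, above about 75%, limit read from the data; inactive means activation under that limit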;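 further: 0% = zVAD with DMSO and 100% = DMSO alone without zVAD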
Calpain2 inh – inhibitors of pig calpain II | inhibition, % at 16 µM | purified calpain II, fluorogenic peptide substrate, 30 min | actives 0.37% (n = 220,000);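 active means inhibition above about 50%, limit read from the data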
EBV gp42 block – blocks Epstein-Barr virus glycoprotein 42 binding | Fluorescence polarization binding assay, mP read-out | inhibition, % (tested at 21.74 µM) | actives 0.42% (n = 220,000); in the data active means inhibition above about 50%
PERK inh – human PERK inhibition, primary cell-based screen; Q9NZJ5; CHO PERK-DD fusion, SEAP luminescence translation reporter; inhibition, % at 5.6 µM; actives 0.17% (n = 220,000); AID 1416;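 active means inhibition above the mean inhibition of all tested compounds plus 3 SD, set separately per screening campaign, cut at about 2.9% in these data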;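 further: PERK kinase domain activated by AP20187 dimerizer at 100 nM; 0% = DMSO with dimerizer and 100% = rapamycin at 8.4 µM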
Rad51 HR inh – blocks human Rad51 in homologous recombination. hRad51 DNA strand exchange, fluorescence dequenching. AID 1385. inhibition, % at 10 µM. actives 0.085% (n = 200,000). Q06609;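 active means inhibition above 40% at the single screening dose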;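 further: 0% = DMSO control wells and 100% = blanks with heterologous ssDNA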
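System: human Rad51 nucleoprotein filaments preassembled on unlabelled ssDNA. Reagent: labelled 47-mer dsDNA for strand exchange. Schedule: 30-min compound preincubation and 15-min exchange, both room temperature. Measured by: FRET fluorescence dequenching, excitation 485 nm, emission 520 nm. Read-out: Fluorescence-based percent inhibition, control- and blank-normalised. Benchmarks: plate controls and plate blanks.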
KCC2 mod – KCC2 (human) Cl- transport modulation. Q9H2X9. KCC2 cells, thallium flux FluoZin-2 fluorescence. B-score of Tl+ flux slope (higher = more flux/activation; lower = inhibition) at 10 µM. actives 2.2% (n = 190,000);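 active means thallium flux slope and its plate-corrected score both differing from the plate sample mean at a set confidence after two filtering rounds, in either direction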;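 further: slope of fluorescence scaled to starting intensity during 10 to 20 s after thallium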
Target sequence (Q9H2X9 whole entry, looked up): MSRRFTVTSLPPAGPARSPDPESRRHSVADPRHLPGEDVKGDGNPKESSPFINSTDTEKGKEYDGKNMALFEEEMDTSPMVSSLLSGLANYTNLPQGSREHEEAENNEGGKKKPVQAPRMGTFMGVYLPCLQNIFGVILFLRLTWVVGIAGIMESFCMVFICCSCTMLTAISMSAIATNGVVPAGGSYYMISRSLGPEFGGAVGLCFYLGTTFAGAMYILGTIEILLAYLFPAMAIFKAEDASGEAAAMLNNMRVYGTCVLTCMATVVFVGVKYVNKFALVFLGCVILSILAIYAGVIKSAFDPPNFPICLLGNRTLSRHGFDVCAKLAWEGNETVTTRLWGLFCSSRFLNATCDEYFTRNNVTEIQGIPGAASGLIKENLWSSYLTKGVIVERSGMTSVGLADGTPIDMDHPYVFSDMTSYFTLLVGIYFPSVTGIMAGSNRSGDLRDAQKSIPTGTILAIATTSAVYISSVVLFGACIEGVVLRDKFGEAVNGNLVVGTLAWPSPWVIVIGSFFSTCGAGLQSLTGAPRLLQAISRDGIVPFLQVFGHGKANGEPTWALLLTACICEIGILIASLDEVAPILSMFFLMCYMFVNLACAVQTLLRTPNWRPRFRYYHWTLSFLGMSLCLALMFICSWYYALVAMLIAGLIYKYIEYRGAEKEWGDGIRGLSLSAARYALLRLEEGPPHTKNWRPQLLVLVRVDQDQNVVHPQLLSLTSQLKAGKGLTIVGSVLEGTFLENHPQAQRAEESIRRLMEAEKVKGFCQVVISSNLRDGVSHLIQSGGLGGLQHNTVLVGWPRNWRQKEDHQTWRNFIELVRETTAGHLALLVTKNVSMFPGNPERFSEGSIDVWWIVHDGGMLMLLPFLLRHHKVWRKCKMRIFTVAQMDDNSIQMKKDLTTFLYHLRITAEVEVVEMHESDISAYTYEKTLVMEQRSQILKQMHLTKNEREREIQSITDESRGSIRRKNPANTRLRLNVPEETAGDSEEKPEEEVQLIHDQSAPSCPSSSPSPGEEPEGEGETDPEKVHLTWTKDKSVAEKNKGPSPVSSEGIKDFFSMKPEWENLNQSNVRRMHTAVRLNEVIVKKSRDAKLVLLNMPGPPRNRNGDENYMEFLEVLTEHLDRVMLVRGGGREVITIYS
TNF necrop inh – blocks TNF-alpha induced death of Jurkat FADD-/- cells | Jurkat FADD-/- TNF necroptosis rescue, ATP luminescence, 24 h; 0 = TNF only, 100 = no-TNF cells | activation (protection from cell death), % at 10 µM | actives 0.068% (n = 220,000) | AID 463075;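 active means activation, meaning protection from cell death, of at least 50% relative to plate controls; inactive means activation below 50%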;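 further: necroptosis triggered by 40 ng/mL TNF-alpha added together with compound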
eIF4E-4G inh – eIF4E/eIF4G interaction inhibition in translation initiation; P63073+Q04637; actives 0.37% (n = 220,000); TR-FRET eIF4E-eIF4GI(517-606) binding, 2 h; inhibition, % at 21.7 µM;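 active means inhibition above about 30%, limit read from the data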;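 further: 0% = full FRET control wells and 100% = background wells lacking eIF4GI fragment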
Mdm2 ligase inh – blocks human Mdm2 ubiquitin ligase activity | cell-based MDM2 ubiquitination luciferase reporter, 2 h; 0 = plate control, 100 = twice control, blank-subtracted | actives 0.11% (n = 210,000) | signal enhancement, % at 5 µM | Q00987;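 active means signal enhancement of 30% or more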;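 further: luminescence tracks abundance of the self-degrading MDM2-luciferase fusion protein; higher signal means inhibition of MDM2 E3 ligase activity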
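test system = mammalian cells stably expressing self-ubiquitinating, self-degrading MDM2 E3–luciferase fusion | quantity = 2000 cells/well | incubation = cell settling 4 h, compound treatment 2 h, both 37 °C | signal = luminescence with SteadyLite reagent, 15 min at room temperature | evaluation = % enhancement relative to plate controls after blank subtraction | benchmarks = plate controls and plate blanks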
The depositor's hits bear a star; [ ] = another dose, or the depositor's remark.

Screening O=C(Nc1ccc(NC(=O)C2CC2)nc1)c1ccco1 returned L929 necroptosis 0.5, Calpain2 inh 3, EBV gp42 block -33, PERK inh -0.5, Rad51 HR inh -3, KCC2 mod 0.019, TNF necrop inh -0.3, eIF4E-4G inh -6[fluorescence artefact?] and Mdm2 ligase inh -7.
For Cc1ccc2nc(-c3ccc(SCC(=O)Nc4nc(C)cs4)nc3)[nH]c2c1 the results were L929 necroptosis 2.1, Calpain2 inh -66, EBV gp42 block -4, PERK inh 0.1, Rad51 HR inh -10, KCC2 mod 0.5, TNF necrop inh 2.2, eIF4E-4G inh -2 and Mdm2 ligase inh -11.
Screening COc1cc(C(=O)Oc2cccc(C)c2)cc(OC)c1OC returned L929 necroptosis -0.1, Calpain2 inh -10, EBV gp42 block -11, PERK inh 0.3, Rad51 HR inh 18, KCC2 mod 0.67, TNF necrop inh -0.9, eIF4E-4G inh 1 and Mdm2 ligase inh -4.
Screening Cc1ccc(NS(=O)(=O)c2cc3c4c(cccc4c2)C(=O)NC3=O)cc1C returned L929 necroptosis 1.6, Calpain2 inh 15, EBV gp42 block 18, PERK inh -1.4, KCC2 mod -1.9, TNF necrop inh -19, eIF4E-4G inh -1 and Mdm2 ligase inh -5.
COc1cc(NC(=S)N2CCN(Cc3ccccc3)CC2)cc(OC)c1 was read as L929 necroptosis -0.1, Calpain2 inh 6, EBV gp42 block -21, PERK inh 0.5, Rad51 HR inh 9, KCC2 mod -2, TNF necrop inh 1.3, eIF4E-4G inh -1[fluorescence artefact?] and Mdm2 ligase inh 1.
For CCc1cc(C=C(Cl)Cl)oc(=O)c1C the results were L929 necroptosis -0.3, Calpain2 inh -8, EBV gp42 block -7, PERK inh 1.3, Rad51 HR inh 1, KCC2 mod -0.17, TNF necrop inh -1.7, eIF4E-4G inh -2 and Mdm2 ligase inh 3.
CC(=O)CC(=O)Nc1ccn(-c2ccccc2)n1 was read as L929 necroptosis -0.8, Calpain2 inh -8, EBV gp42 block -12, PERK inh -1.3, Rad51 HR inh 3, KCC2 mod 0.31, TNF necrop inh -0.6, eIF4E-4G inh -4 and Mdm2 ligase inh -12.
Screening O=C(c1ccc(S(=O)(=O)N2CCCCC2)cc1)N1CCN(c2ccccc2F)CC1 returned L929 necroptosis 0.4, Calpain2 inh 9, EBV gp42 block -10, PERK inh -1.1, Rad51 HR inh 9, KCC2 mod -0.29, TNF necrop inh 3.2, eIF4E-4G inh -6 and Mdm2 ligase inh -2.
Screening CCOC(=O)C1=C(C)N=c2s/c(=C\c3ccc(OCC(=O)O)cc3)c(=O)n2C1c1ccc(OC(C)C)cc1 (stereo unspecified) returned L929 necroptosis 0.8, Calpain2 inh -25, EBV gp42 block -1, PERK inh 1.4, Rad51 HR inh -1, KCC2 mod -1, TNF necrop inh 1.2, eIF4E-4G inh 19 and Mdm2 ligase inh 18.
Screening COc1ccccc1N1CCN(C(=O)COc2ccc(S(=O)(=O)NC(C)(C)C)cc2)CC1 returned L929 necroptosis 0.1, Calpain2 inh 4, EBV gp42 block -1, PERK inh -0.8, TNF necrop inh 0.0, eIF4E-4G inh -2 and Mdm2 ligase inh 1.
`Cc1ccc(C)c(-n2c(Cc3cc(=O)[nH]c(=O)[nH]3)nnc2SCC(=O)NCc2ccco2)c1` gave L929 necroptosis -0.7, PERK inh 2.5, KCC2 mod 0.053 and TNF necrop inh -2.1.
O=C(CN1C(=O)CCC1=O)Nc1ccc2c3c(cccc13)CC2 was read as L929 necroptosis 0.6, Calpain2 inh -47, EBV gp42 block -18, PERK inh 0.8, Rad51 HR inh 16, KCC2 mod 0.33, TNF necrop inh -0.7, eIF4E-4G inh 7 and Mdm2 ligase inh -15.
Screening Cc1ccc(NC(=O)N2CCC(C(=O)Nc3ccc(C)cc3C)CC2)cc1 returned L929 necroptosis 0.4, Calpain2 inh -12, EBV gp42 block -16, PERK inh 0.2, Rad51 HR inh 7, KCC2 mod 0.087, TNF necrop inh -1.0, eIF4E-4G inh 2 and Mdm2 ligase inh -2.
For O=C(c1cccnc1)N1CCN(C(=O)c2ccco2)CC1 the results were L929 necroptosis 0.0, Calpain2 inh -19, EBV gp42 block -16, PERK inh 0.5, Rad51 HR inh -1, KCC2 mod 0.16, TNF necrop inh -1.5, eIF4E-4G inh -1 and Mdm2 ligase inh 12.
Screening Cc1cc(C(=O)NCc2cc(C)n(C)n2)sc1-c1ccccc1 returned L929 necroptosis 0.6, Calpain2 inh -91, EBV gp42 block -14, PERK inh -0.5, Rad51 HR inh 6, KCC2 mod -1.8, TNF necrop inh -5.0, eIF4E-4G inh -4[fluorescence artefact?] and Mdm2 ligase inh 3.
For O=C(O)C(Cc1ccccc1)N1C(=O)c2cccc3cccc(c23)C1=O (stereo unspecified) the results were L929 necroptosis 2.5, Calpain2 inh 17, EBV gp42 block -16, PERK inh 0.3, Rad51 HR inh -4, KCC2 mod -0.27, TNF necrop inh 0.2, eIF4E-4G inh 13 and Mdm2 ligase inh 0.
Cc1nc(CN2CCN(C(=O)NC3(c4ccccc4)CC3)CC2)cs1 was read as L929 necroptosis 0.0, Calpain2 inh -15, EBV gp42 block -5, PERK inh 0.1, Rad51 HR inh 5, KCC2 mod 0.15, TNF necrop inh -1.0, eIF4E-4G inh 4 and Mdm2 ligase inh -1.
COc1cc2c(cc1OC)C(c1cc([N+](=O)[O-])ccc1O)NCC2 (stereo unspecified) was read as L929 necroptosis 0.2, Calpain2 inh 0, EBV gp42 block -3, PERK inh 0.2, Rad51 HR inh 7, KCC2 mod 0.93, TNF necrop inh 3.8, eIF4E-4G inh -3 and Mdm2 ligase inh -3.
For CC(C)N(C(=O)COC(=O)[C@@H]1CC(O)CN1S(=O)(=O)c1ccccc1[N+](=O)[O-])C(C)C (stereo partly specified) the results were L929 necroptosis -0.1, Calpain2 inh 4, EBV gp42 block -23, PERK inh 0.2, Rad51 HR inh 4, KCC2 mod 0.28, TNF necrop inh -0.1, eIF4E-4G inh -5 and Mdm2 ligase inh -4.
O=C(COC(=O)/C=C/c1cccs1)Nc1ccccc1Cl was read as L929 necroptosis 1.8, Calpain2 inh -8, EBV gp42 block -21, PERK inh 0.8, Rad51 HR inh 3, KCC2 mod -1.5, TNF necrop inh 1.3, eIF4E-4G inh -1 and Mdm2 ligase inh -9.
For CCC(CC)C(=O)Nc1cccc(C(=O)Nc2ccc(S(=O)(=O)Nc3ccc(C)cc3)cc2)c1 the results were L929 necroptosis 1.3, Calpain2 inh -17, EBV gp42 block -15, PERK inh 1.5, Rad51 HR inh -2, TNF necrop inh -13, eIF4E-4G inh -3 and Mdm2 ligase inh -1.
Screening COc1cc(/C=N/Nc2nc(=O)[nH]nc2C)cc(OC)c1O returned L929 necroptosis 2.6, Calpain2 inh 10, EBV gp42 block 6, PERK inh 0.4, Rad51 HR inh 0, KCC2 mod 0.16, TNF necrop inh -2.3, eIF4E-4G inh 0 and Mdm2 ligase inh -5.
Screening CN(Cc1ccccc1)C(=O)C1CCCN(Cc2cccc(Cl)c2)C1 (stereo unspecified) returned L929 necroptosis -1.2, Calpain2 inh 4, EBV gp42 block -6, PERK inh -0.1, Rad51 HR inh -3, KCC2 mod -0.82, TNF necrop inh 1.0, eIF4E-4G inh 1 and Mdm2 ligase inh -10.
c1ccc(OCCSc2nc3ccccc3[nH]2)cc1 was read as L929 necroptosis 1.1, Calpain2 inh 9, EBV gp42 block 8, PERK inh 0.5, Rad51 HR inh -2, KCC2 mod -0.8, TNF necrop inh 0.3, eIF4E-4G inh 6 and Mdm2 ligase inh 2.
Screening Cc1cc(C)n(-c2ccc(C(=O)NC3CCCCC3)cc2)n1 returned L929 necroptosis 5.8, Calpain2 inh -3, EBV gp42 block -12, PERK inh 0.4, KCC2 mod -1.6, TNF necrop inh 0.6, eIF4E-4G inh 4 and Mdm2 ligase inh -7.
For CC1(C)Cc2cccc(OCC(=O)Nc3nccs3)c2O1 the results were L929 necroptosis 0.9, Calpain2 inh -8, EBV gp42 block -24, PERK inh -0.9, Rad51 HR inh -1, KCC2 mod -1.7, TNF necrop inh -1.5, eIF4E-4G inh 1 and Mdm2 ligase inh -15.
C=Cn1ccnc1P(=S)(c1ccc2c(c1)c1ccccc1n2CC)c1nccn1C=C was read as L929 necroptosis 0.2, Calpain2 inh -191, EBV gp42 block 10, PERK inh -0.5, Rad51 HR inh 6, KCC2 mod -0.61, TNF necrop inh -7.4, eIF4E-4G inh 3 and Mdm2 ligase inh -19.
For CCN(C1CCCCC1)S(=O)(=O)c1ccc(S(=O)(=O)N(CC(=O)Nc2ccccc2)C2CC2)cc1 the results were L929 necroptosis -0.5, Calpain2 inh 3, EBV gp42 block -12, PERK inh 1.3, Rad51 HR inh -9, KCC2 mod -0.36, TNF necrop inh 0.1, eIF4E-4G inh -6 and Mdm2 ligase inh -19.
COc1ccc(C2Nc3ccccc3C(=O)N2O)cc1CN1CCOCC1 (stereo unspecified) was read as L929 necroptosis 1.4, Calpain2 inh -6, EBV gp42 block -3, PERK inh -0.7, Rad51 HR inh 7, KCC2 mod -0.069, TNF necrop inh 2.0, eIF4E-4G inh 0[fluorescence artefact?] and Mdm2 ligase inh -10.
O=C(O)CN1C(=O)CSc2ccccc21 was read as L929 necroptosis -1.0, Calpain2 inh 9, EBV gp42 block -6, PERK inh 0.8, Rad51 HR inh -3, KCC2 mod 0.44, TNF necrop inh 0.1, eIF4E-4G inh 2 and Mdm2 ligase inh -15.
Screening COc1ccc(S(=O)(=O)NCC2CCCN(C(=O)C3CCCC3)C2)cc1 (stereo unspecified) returned L929 necroptosis 1.9, Calpain2 inh 11, EBV gp42 block -5, PERK inh -0.1, Rad51 HR inh 3, KCC2 mod 0.78, TNF necrop inh 1.8, eIF4E-4G inh 1 and Mdm2 ligase inh -3.

Structural class, those above containing an NH in an aromatic ring
For Cc1ccc2nc(-c3ccc(SCC(=O)Nc4nc(C)cs4)nc3)[nH]c2c1 the results were L929 necroptosis 2.1, Calpain2 inh -66, EBV gp42 block -4, PERK inh 0.1, Rad51 HR inh -10, KCC2 mod 0.5, TNF necrop inh 2.2, eIF4E-4G inh -2 and Mdm2 ligase inh -11.
`Cc1ccc(C)c(-n2c(Cc3cc(=O)[nH]c(=O)[nH]3)nnc2SCC(=O)NCc2ccco2)c1` gave L929 necroptosis -0.7, PERK inh 2.5, KCC2 mod 0.053 and TNF necrop inh -2.1.
Screening COc1cc(/C=N/Nc2nc(=O)[nH]nc2C)cc(OC)c1O returned L929 necroptosis 2.6, Calpain2 inh 10, EBV gp42 block 6, PERK inh 0.4, Rad51 HR inh 0, KCC2 mod 0.16, TNF necrop inh -2.3, eIF4E-4G inh 0 and Mdm2 ligase inh -5.
c1ccc(OCCSc2nc3ccccc3[nH]2)cc1 was read as L929 necroptosis 1.1, Calpain2 inh 9, EBV gp42 block 8, PERK inh 0.5, Rad51 HR inh -2, KCC2 mod -0.8, TNF necrop inh 0.3, eIF4E-4G inh 6 and Mdm2 ligase inh 2.
